Screens from PubChem BioAssay.
TRPC4 potent: TRPC4 (mouse) allosteric potentiation. Q9QUQ5. HEK293 TRPC4beta/mu-opioid, DAMGO EC20, Fluo-4 Ca2+ flux; stronger effect = higher value. B-score at 10 µM. actives 0.42% (n = 310,000). AID 2227;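 active means B-score of calcium response area above 5 SD of library B-scores, with initial fluorescence ratio within 5 SD of library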;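 further: B-score of integrated fluorescence ratio over time as area under calcium response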
TRPC6 activator: activators of mouse TRPC6 channel; HEK293-TRPC6 membrane potential dye fluorescence; stronger effect = higher value; B-score at 10 µM; actives 0.13% (n = 310,000); AID 2550;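 active means B-score of the integrated fluorescence ratio above library mean plus 3 SD, and starting fluorescence ratio within library mean plus 5 SD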;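 further: higher score means more depolarization so channel activation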
Target sequence (Q61143 whole entry, looked up): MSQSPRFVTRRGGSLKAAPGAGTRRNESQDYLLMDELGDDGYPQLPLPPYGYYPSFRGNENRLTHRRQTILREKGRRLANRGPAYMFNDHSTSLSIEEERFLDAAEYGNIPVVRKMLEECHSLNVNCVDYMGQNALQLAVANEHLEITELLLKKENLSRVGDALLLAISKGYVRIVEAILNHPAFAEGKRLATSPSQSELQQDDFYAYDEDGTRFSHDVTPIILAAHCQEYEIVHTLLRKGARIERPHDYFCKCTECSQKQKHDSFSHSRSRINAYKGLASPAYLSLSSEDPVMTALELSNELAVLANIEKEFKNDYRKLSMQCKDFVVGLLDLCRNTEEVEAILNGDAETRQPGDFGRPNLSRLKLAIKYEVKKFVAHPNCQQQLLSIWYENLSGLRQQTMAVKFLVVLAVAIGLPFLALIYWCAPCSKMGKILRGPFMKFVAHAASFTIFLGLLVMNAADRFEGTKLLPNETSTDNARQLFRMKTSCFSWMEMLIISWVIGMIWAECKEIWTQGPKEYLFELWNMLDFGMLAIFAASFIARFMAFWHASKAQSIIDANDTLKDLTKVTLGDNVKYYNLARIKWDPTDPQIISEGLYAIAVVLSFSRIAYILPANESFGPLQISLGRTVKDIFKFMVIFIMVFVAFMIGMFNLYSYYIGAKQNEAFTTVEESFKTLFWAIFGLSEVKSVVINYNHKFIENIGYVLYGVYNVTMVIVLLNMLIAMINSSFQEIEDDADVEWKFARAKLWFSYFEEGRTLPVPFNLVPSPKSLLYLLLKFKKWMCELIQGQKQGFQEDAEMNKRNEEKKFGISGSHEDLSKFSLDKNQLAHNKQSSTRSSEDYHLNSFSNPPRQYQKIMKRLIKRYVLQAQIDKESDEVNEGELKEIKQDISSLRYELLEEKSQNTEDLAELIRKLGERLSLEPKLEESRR
AI-2 QS modul: modulators of Vibrio harveyi AI-2 quorum sensing system; Vibrio harveyi JMH597 AI-2 luminescence/OD600 ratio, 9 h; stronger effect = lower value; strain lacks LuxN and CqsS sensors; 0 = neutral-control median; activity change, % at 7.5 µM; actives 0.4% (n = 300,000); in the data active means activity change below about -75%, passing the limit was not always enough;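 further: luminescence divided by OD600 gain over 9 h not by final OD600 alone; inactives centre near 13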
PolyA inh: yeast polyadenylation inhibition; S. cerevisiae SKY197-pL101 polyadenylation reporter, beta-gal luminescence; efflux-impaired pdr1/pdr3 knockout yeast; score 100 = 6 SD above DMSO; calls only at 12 µM; actives 0.02% (n = 300,000); AID 1875;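 active means lowest replicate activity score at least 50, where 100 means six control SD above control mean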;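 further: yeast exposed to compound for 9 h at 30 °C; higher score means more reporter readthrough which indicates perturbed polyadenylation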
TRPC6 inh: inhibitors of mouse TRPC6 channel. AID 2553. Q61143. HEK293-TRPC6, membrane potential dye, ACh-evoked depolarization; stronger effect = lower value. actives 1.1% (n = 310,000). B-score at 10 µM;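 active means B-score under library mean minus 3 SD, initial fluorescence not abnormally high, positive integrated signal ratio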;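 further: B-score derived from integrated fluorescence ratio over the kinetic read; more negative B-score means stronger inhibition of depolarization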
TRPC4 act: opens the mouse TRPC4 cation channel | B-score at 10 µM | HEK293 TRPC4beta/mu-opioid, Fluo4 calcium fluorescence; stronger effect = higher value | actives 0.49% (n = 310,000) | AID 2237 | Q9QUQ5;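 active means B-score above 5 SD of library B-scores, and initial fluorescence ratio not above library mean plus 5 SD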;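 further: positive B-score marks a calcium rise read as TRPC4 activation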
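Assay system – TRPC4beta and mu-opioid receptor HEK293 stable cells · Measured by – Fluo4 fluorescence, kinetic · Schedule – dye loading 45 min room temperature, 110 s kinetic read · Read-out – B-scored integrated calcium fluorescence ratio · Controls – buffer and maximal DAMGO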
TRPC4 block: blocks the mouse TRPC4 cation channel | HEK293 TRPC4beta/mu-opioid, DAMGO-evoked Fluo4 calcium flux; stronger effect = lower value | B-score at 10 µM | actives 0.39% (n = 300,000) | AID 2247;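 active means B-score over 3 SD under the library average, no early fluorescence shift, positive overall ratio signal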
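Material: HEK293 cells with stable TRPC4beta plus mu-opioid receptor expression / Probe or stimulus: DAMGO in two steps, submaximal then maximal / Compound: single concentration per test compound / Technique: kinetic Fluo4 fluorescence imaging of calcium influx / Read-out: per-well B score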
HIF activator: HIF pathway transcriptional activation; U2OS HRE-luciferase reporter, luminescence; normalized: DMSO 0%, desferrioxamine 100%; activation, % at 7.5 µM (by protocol); actives 0.32% (n = 300,000); AID 1910;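 active means mean activation of at least 10% of the iron chelator positive control signal, with at least half of replicates also reaching 10%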
MrgX1 ag: activates human MrgX1 receptor signaling; Q96LB2; MrgX1-HEK293 cells, Fluo-4 calcium fluorescence, agonist mode; stronger effect = higher value; B-score at 10 µM; actives 0.44% (n = 310,000);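 active means calcium response B-score plate-corrected fluorescence ratio at least 3 library SD, with starting fluorescence B-score inside 5 SD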
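Material: MrgX1-expressing HEK293 cells / Dosing: compound as first of three additions / Incubation: overnight seeding, then 1 h dark dye loading / Signal: Fluo-4 NW calcium fluorescence / Evaluation: B-scored fluorescence response ratio / Benchmarks: positive and negative control wells on each plate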
MrgX1 antag: human MrgX1 receptor antagonism, primary screen; Q96LB2; B-score at 10 µM; MRGX1-HEK293 calcium flux, Fluo-4, BAM8-22 antagonism; stronger effect = lower value; actives 1.3% (n = 310,000);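 active means calcium-response B-score plate-corrected more than 3 library SD below zero, starting fluorescence within 5 deviations, no agonist response on first addition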;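 further: peak minus trough fluorescence over baseline after final BAM8-22 challenge near maximal dose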
MrgX1 PAM: human MrgX1 positive allosteric modulation, primary screen; Q96LB2; MrgX1-HEK293, Fluo-4 calcium flux, FDSS; stronger effect = higher value; B-score at 10 µM; actives 0.63% (n = 310,000);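 active means plate-corrected calcium response at least 3 library SD above typical, normal starting fluorescence, not activating the receptor alone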;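 further: compound read alongside a low EC10 to EC30 dose of BAM8-22 agonist; peak minus trough fluorescence over baseline measured at the second addition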
* marks the source's active call; other numbers are inactive results; i = inactive; x = no result given. Not all compounds are listed; rates above refer to the full screens.

SMILES	TRPC4 potent	TRPC6 activator	AI-2 QS modul	PolyA inh	TRPC6 inh	TRPC4 act	TRPC4 block	HIF activator	MrgX1 ag	MrgX1 antag	MrgX1 PAM
CC(C)N(C(=O)CSc1nn2c(=O)c(C(C)(C)C)nnc2s1)c1ccccc1	i	i	14.7	i	i	i	i	-1.8	i	i	i
COc1cc(CCCN2C(N)=NC[C@@H]2c2ccccc2)cc(OC)c1OC	i	i	42.4	i	i	i	i	0.0	i	i	i
Cc1nc2nc(-c3ccc(Cl)cc3)nn2c(C)c1Cl	i	i	16.1	i	i	i	i	1.6	i	i	i
C/C(=N\N(c1ccccc1)c1ccccc1)c1ccco1	i	i	13.5	i	i	i	i	0.3	i	i	i
CC1CN(C(=O)c2cccs2)CCN1C(=O)c1cccs1 (stereo not drawn)	i	i	14.9	i	i	i	i	-0.1	i	i	i
S=C1NC2CCCCC2N1 (stereo not drawn)	i	i	-5.9	i	i	i	i	0.1	i	i	i
CCN(CC(=O)Nc1ccccc1OC)CC(=O)Nc1sccc1C#N	i	i	24.0	i	i	i	i	-0.3	i	i	i
O=C(NCc1ccccc1)c1ccc(CS(=O)(=O)c2ccc(Br)cc2)o1	i	i	x	i	i	i	i	0.9	i	i	i
Cc1ccc(C(C#N)c2ccc3c(C(F)(F)F)cc(C(F)(F)F)nc3n2)cc1 (stereo not drawn)	i	i	52.0	i	i	i	i	-0.3	i	i	i
c1ccc2[nH]c(CSc3nc4ccccc4o3)nc2c1	i	i	-34.2	i	i	i	i	1.0	i	i	i
O=C(/C(=C/O)N=Nc1ccccc1)c1ccco1	i	i	-1.0	i	i	i	i	-0.6	i	i	i
O=C(CCn1c(=O)oc2cc(Cl)ccc21)Nc1ccc(O)cc1	i	i	14.3	i	i	i	i	-0.7	i	i	i
CCN1c2ccccc2-c2nc3ccccc3n2C1c1ccco1 (stereo not drawn)	i	i	20.8	i	i	i	i	-0.6	i	i	i
O=C(NNC(=O)c1cc2ccccc2cc1O)NC1CCCCC1	i	i	35.3	i	i	i	i	0.1	i	i	i
CNS(=O)(=O)c1cc(NC(=O)c2cccc3cccnc23)ccc1C	i	i	22.9	i	i	i	i	1.0	i	i	i
CC(=O)Nc1cccc(NC(=O)CSc2nnc(NC(=O)c3ccco3)s2)c1	i	i	27.7	i	i	i	i	-0.2	i	i	i
CCOC(=O)CCC(=O)Nc1ccc([N+](=O)[O-])cc1C	i	i	7.2	i	i	i	i	-0.1	i	i	i
O=C(NCc1ccc2c(c1)OCO2)c1nc(Cn2cc(Br)cn2)no1	i	i	x	i	i	i	i	2.2	i	i	i
CC(CNCC1CCCO1)COc1cccc2ccccc12 (stereo not drawn)	i	i	9.8	i	i	i	i	-0.1	i	i	i
COc1ccc(N2C(=O)CC(N(Cc3ccco3)C(=O)CCC(=O)O)C2=O)cc1 (stereo not drawn)	i	i	3.8	i	i	i	i	-0.9	i	i	i

As entered above:
Entry for CNS(=O)(=O)c1cc(NC(=O)c2cccc3cccnc23)ccc1C under HIF activator: 1.0
Entry for O=C(NNC(=O)c1cc2ccccc2cc1O)NC1CCCCC1 under HIF activator: 0.1

Continued:
SMILES	TRPC4 potent	TRPC6 activator	AI-2 QS modul	PolyA inh	TRPC6 inh	TRPC4 act	TRPC4 block	HIF activator	MrgX1 ag	MrgX1 antag	MrgX1 PAM
N#Cc1c(N)nc2c(c1-c1cccc(O)c1)CCCCCC2	i	i	5.7	i	i	i	i	x	i	i	i
CCOc1nc(NCc2ccco2)nc(Nc2ccccc2F)n1	i	i	x	i	i	i	i	3.1	i	i	i
O=C(CCC(=O)N1CCSc2ccccc21)NCc1ccccc1	i	i	-5.1	i	i	i	i	-0.1	i	i	i
O=C(NCc1cccnc1)Nc1ccc(Cl)cc1	i	i	13.5	i	i	i	i	0.3	i	i	i
O=C(N/C(=C\c1cn(-c2ccccc2)nc1-c1ccc(Cl)cc1)C(=O)N1CCOCC1)c1ccccc1	i	i	-3.5	i	i	i	i	0.0	i	i	i
Cc1cc2n(n1)C(c1ccc(O)cc1)Nc1ccccc1-2 (stereo not drawn)	i	i	25.5	i	i	i	i	-0.1	i	i	i
CCOC(=O)Cc1csc(NC(=O)C(NC(=O)C2CCCCC2)C(C)C)n1 (stereo not drawn)	i	i	33.6	i	i	i	i	0.1	i	i	i
CC(C)Cn1c(SCC(=O)N(C)c2c(N)n(Cc3ccccc3)c(=O)[nH]c2=O)nc2ccccc21	i	i	15.9	i	i	i	i	0.1	i	i	i
N#Cc1cc2c(nc1SCC(O)CS(=O)(=O)Cc1ccc(Cl)cc1)CCCC2 (stereo not drawn)	i	i	1.3	i	i	i	i	0.2	i	i	i
COc1ccc(C(=O)Oc2ccc(-c3nnco3)cc2)cc1S(=O)(=O)N1CCOCC1	i	i	1.1	i	i	i	i	1.3	i	i	i
COc1ccc(NC(=O)N/C=C/c2ccc(Cl)cc2)cc1	i	i	-7.1	i	i	i	i	0.1	i	i	i
CC(/C=N/N1CCN(c2ccccc2)CC1)=C\c1ccccc1	i	i	9.6	i	i	i	i	0.5	i	i	i
CCOc1ccc(C(=O)c2cc3ccc(O)cc3oc2=O)cc1	i	i	38.2	i	i	i	i	1.2	i	i	i
CCC1(c2ccc(Cl)cc2)NC(=S)N(c2ccc(C)cc2)N1 (stereo not drawn)	i	i	1.1	i	i	i	i	7.0	i	i	i
C/C(=N\NC(=O)C1CC1)c1cccs1	i	i	8.5	i	i	i	i	0.4	i	i	i
CCCSc1ncc(Cl)c(C(=O)Nc2ccc(S(=O)(=O)Nc3ncccn3)cc2)n1	i	i	14.4	i	i	i	i	0.5	i	i	i
CCOC(=O)c1ccc(NC(=O)c2c(N)n(C)c(=O)[nH]c2=O)cc1	i	i	-52.6	i	i	i	i	0.8	i	i	i
O=C(c1ccco1)N1CCN(c2ccccc2F)CC1	i	i	8.3	i	i	i	i	0.0	i	i	i
NC(=O)c1sc2nccc(Nc3ccccc3)c2c1N	i	i	4.7	i	i	i	i	10.5*	i	i	i
CCCCNCCOCCOc1ccccc1-c1ccccc1	i	i	22.1	i	i	i	i	-1.0	i	i	i
O=C(Nc1ccc2c(c1)OCO2)c1ccc(COc2ccc3c(c2)CCC3)o1	i	i	-14.8	i	i	i	i	1.7	i	i	i
O=C1c2ccccc2NC(c2ccc(F)cc2)N1Cc1ccco1 (stereo not drawn)	i	i	4.9	i	i	i	i	-0.7	i	i	i
O=C1CC(c2ccccc2)CN1C(=O)c1cccnc1 (stereo not drawn)	i	i	17.0	i	i	i	i	-0.1	i	i	i
CCS(=O)(=O)c1ccc2oc(SCC(=O)NC(C)C3CC4CCC3C4)nc2c1 (stereo not drawn)	i	i	9.5	i	i	i	i	-0.4	i	i	i
CC(C)OCCCNC(=O)C1CCN(S(=O)(=O)N2CCCC2)CC1	i	i	18.4	i	i	i	i	0.1	i	i	i
COC(CNC(=O)c1ccc2c(c1)nc(C)n2-c1ccc(F)c(F)c1)OC	i	i	2.3	i	i	i	i	-0.1	i	i	i
Cc1c(C(=O)N(C)CCn2ccnc2C)oc2c(F)cccc12	i	i	19.0	i	i	i	i	0.3	i	i	i
COC(=O)c1c(NC(=O)CSc2nnc(-c3cccnc3)n2Cc2ccco2)sc(C)c1C	i	i	7.8	i	i	i	i	-0.3	i	i	i
FC(F)(F)c1ccccc1NC(=S)N1CCN(c2ncccn2)CC1	i	i	11.1	i	i	i	i	-0.2	i	i	i
CCOP(=O)(OCC)/C(C#N)=C/c1ccc([N+](=O)[O-])cc1	i	i	8.6	i	i	i	i	0.1	i	i	i
COc1ccc(C)cc1S(=O)(=O)N1CCCC(C(=O)N2CCN(c3ccccc3)CC2)C1 (stereo not drawn)	i	i	-10.3	i	i	i	i	-0.3	i	i	i
Brc1ccc2c(c1)C(c1cccs1)=NNC(c1cccnc1)=N2	i	i	15.5	i	i	i	i	0.3	i	i	i
CCC(C(=O)NCc1cccs1)n1nc(C)n2c(cc3occc32)c1=O (stereo not drawn)	i	i	-24.7	i	i	i	i	-0.1	i	i	i
CC(NS(=O)(=O)c1ccc2[nH]c(=O)c(=O)[nH]c2c1)C(=O)O (stereo not drawn)	i	i	x	i	i	i	i	-0.7	i	i	i
Nc1ccc(Br)cc1C(NCC(=O)O)c1ccccc1 (stereo not drawn)	i	i	16.8	i	i	i	i	0.1	i	i	i
O=C(c1ccc(Cl)c(S(=O)(=O)N2CCCCCC2)c1)N1CCN(c2ccccc2O)CC1	i	i	28.3	i	i	i	i	0.2	i	-4.82*	i
CCN=C(NCC)SC1CC(=O)N(c2ccc(F)cc2)C1=O (stereo not drawn)	i	i	15.5	i	i	i	i	-0.2	i	i	i
COc1ccc(-c2cc(=O)oc3cc4occ(C)c4cc23)cc1	i	i	-14.6	i	i	i	i	1.0	i	i	i
O=C(Cn1nc(-c2ccccc2)ccc1=O)Nc1ccc(N2CCN(C(=O)c3cccs3)CC2)cc1	i	i	14.5	i	i	i	i	-0.6	i	i	i
Cc1ccc(CC2CC(=O)N(c3cc(Cl)ccn3)C2=O)cc1 (stereo not drawn)	i	i	7.0	i	i	i	i	-0.1	i	i	i
COc1ccc(-c2nnc(SCC(=O)Nc3cccnc3Cl)n2C)cc1	i	i	-2.1	i	i	i	i	1.1	i	i	i
CN1CCN(c2nc(C#N)cc(-c3ccccc3)n2)CC1	i	i	12.2	i	i	i	i	-0.3	i	i	i
CCc1cc(C(=O)N2CCCC(Nc3ccc(F)c(F)c3)C2)n(C)n1 (stereo not drawn)	i	i	9.7	i	i	i	i	0.0	i	i	i
C=CCNC(=S)N1CCN(c2ccc([N+](=O)[O-])cc2)CC1	i	i	7.4	i	i	i	i	-0.4	i	i	i
Cc1ccccc1NCC(=O)N/N=C/c1c[nH]c2ccccc12	i	i	23.6	i	i	i	i	0.0	i	i	i
